# Compound activity as filed in PubChem.
# LGR2 antag: inhibitors of bursicon-induced Drosophila LGR2 receptor cAMP signaling | HEK293 LGR2, CRE-luciferase, bursicon-stimulated, 4 h | AID 720647 | 380,000 compounds, 0.35% hits | inhibition, % at 9.99 µM;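 active = drop in luminescence signal, shown as inhibition above about 50% in the replicate tests, limit read from the data, passing the limit was not always enough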;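 note: agonist challenge used bursicon conditioned medium at about half maximal strength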
# C2C12 statin: suppression of simvastatin myotoxicity; C2C12 myotubes + simvastatin, ATP luminescence, 48 h; scaled: DMSO 0, geranylgeraniol control 100; rescue of ATP level, % at 7.49 µM; 330,000 compounds, 0.78% hits;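 active = mean ATP rescue above about 67%, or every replicate alone reaching that limit, limit read from the data, passing the limit was not always enough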;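 note: myotubes were challenged with 10 µM simvastatin during compound exposure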
# S100A4 inh HTS: blocks human S100A4 binding to myosin IIA peptide. P26447. S100A4/TAMRA-MyoIIA peptide fluorescence polarization. inhibition, % at 10.7 µM. 360,000 compounds, 0.14% hits. AID 652163;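 active = mean inhibition of at least 70% across replicates, with every replicate also reaching that level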
# Target sequence (P26447 whole entry, looked up): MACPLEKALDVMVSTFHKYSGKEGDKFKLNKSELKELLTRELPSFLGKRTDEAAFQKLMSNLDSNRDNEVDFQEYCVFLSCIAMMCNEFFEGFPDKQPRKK
#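 Test system: S100A4 monomer protein; Medium: HEPES pH 7.2 with CaCl2, KCl, NaCl, DTT, Triton; Probe or stimulus: TAMRA-labelled myosin IIA heavy-chain peptide probe, 5 nM; Doses: one dose per compound; Times: polarization read 5 min after assay mix addition, stable 5–60 min; Benchmarks: neutral control DMSO, positive control TFP.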
# SIRT5 block: blocks human SIRT5 desuccinylation of peptide | Q9NXA8 | Purified SirT5, succinyl-peptide AMC, trypsin-coupled fluorescence | inhibition, % at 15 µM | 330,000 compounds, 1.1% hits; in the data active = inhibition above about 15%
# Target sequence (Q9NXA8 whole entry, looked up): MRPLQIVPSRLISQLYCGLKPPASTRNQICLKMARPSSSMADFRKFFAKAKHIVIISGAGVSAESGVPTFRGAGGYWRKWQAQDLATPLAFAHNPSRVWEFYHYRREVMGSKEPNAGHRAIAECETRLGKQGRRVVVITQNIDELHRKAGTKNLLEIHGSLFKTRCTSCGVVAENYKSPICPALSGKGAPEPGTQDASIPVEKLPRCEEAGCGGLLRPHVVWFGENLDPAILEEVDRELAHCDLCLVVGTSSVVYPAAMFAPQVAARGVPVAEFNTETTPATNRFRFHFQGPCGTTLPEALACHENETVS
# FN deposit inh: fibronectin deposition inhibition; AH1F fibroblasts, Alexa488-fibronectin deposition fluorescence, overnight; inhibition, % at 12.6 µM; 350,000 compounds, 0.086% hits;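 active = mean inhibition across replicates of 30% or more, regardless of how many single replicates reach that level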;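 note: positive control wells lacked labelled fibronectin entirely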
#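 Material: AH1F fibroblasts assembling fluorescent fibronectin matrix; amount: 10000 AH1F cells/well; medium: DMEM, 2% serum; reagent: Alexa488-fibronectin, 24 nM final in well; dosing: single compound dose, delivered by pin transfer; incubation: 1 h adhesion, overnight exposure; detection: fluorescence after three HBSS washes, excitation 485 nm, emission 525 nm; measure: fibronectin deposition inhibition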
# Casp6 inh: caspase-6 (human) enzyme inhibition. P55212. purified caspase-6, Z-VEID-R110 cleavage fluorescence. inhibition, % at 12.5 µM. 350,000 compounds, 0.53% hits. AID 686996;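 active = mean inhibition across replicates at least about 35%, with every replicate also reaching that limit, limit read from the data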;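 note: 0% = median of neutral control wells and 100% = no fluorescence left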
# Target sequence (P55212 24-179 limits assumed): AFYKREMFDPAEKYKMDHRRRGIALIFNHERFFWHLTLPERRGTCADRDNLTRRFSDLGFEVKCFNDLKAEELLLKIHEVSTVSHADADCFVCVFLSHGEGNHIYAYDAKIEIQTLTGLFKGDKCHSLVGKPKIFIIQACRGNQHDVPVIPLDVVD
# Target sequence (P55212 194-293 limits assumed): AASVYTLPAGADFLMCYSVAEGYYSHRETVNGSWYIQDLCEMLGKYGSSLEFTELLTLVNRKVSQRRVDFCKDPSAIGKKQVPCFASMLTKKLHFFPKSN
# esBAF inh: blocks esBAF chromatin remodeling in mouse ES cells. AID 602393. reporter increase, % at 12.5 µM. Bmi1-luciferase knock-in reporter, 24 h; 100% = twice the neutral-well signal. 350,000 compounds, 2% hits; in the data active = activation above about 40%;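 note: 0% = median of the plate's neutral control wells and 100% = double that signal; a rise in the Bmi1 reporter signal indicates esBAF inhibition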
# * marks the source's active call; other numbers are inactive results; . = not tested or not shown.
SMILES,LGR2 antag,C2C12 statin,S100A4 inh HTS,SIRT5 block,FN deposit inh,Casp6 inh,esBAF inh
O=C(NCCc1ccccc1)c1ccc2c(c1)N(Cc1ccccc1)C(=O)CS2=O (stereo not drawn),-13,14,-3,.,-9,2,14
O=C(c1cc2ccccc2o1)N1CCN(c2ccccc2Cl)CC1,.,27,.,.,6,.,-2
O=C(NC1CC(=O)N(c2ccccc2)C1)N1CCN(C(=O)c2ccco2)CC1 (stereo not drawn),2,5,0,-9,-3,-1,-3
COc1ccccc1N1CCN(CC(=O)Nc2ccccc2C(=O)NC(C)c2ccccc2)CC1 (stereo not drawn),8,-19,4,0,1,2,8
Cc1ccc(S(=O)(=O)N2C[C@H]3C(=O)C[C@@H](c4ccccc4F)N(S(=O)(=O)c4ccc(C)cc4)[C@H]3C[C@H]2c2cccc3ccccc23)cc1,22,-6,-1,.,-7,-2,-5
O=C(CCSc1ccc(F)cc1)NNC(=O)c1ccc([N+](=O)[O-])cc1,-13,-6,-2,1,-1,0,-2
C[C@@H]1CN([C@H](C)CO)C(=O)Cc2cc(NC(=O)Nc3ccc(C(F)(F)F)cc3)ccc2O[C@@H]1CN(C)C(=O)Nc1cccc2ccccc12,0,20,-3,-3,.,0,-9
CN1[C@H](C(=O)NC2CCCC2)[C@@H](CO)[C@@H]2Cn3c(ccc(-c4cccc(F)c4)c3=O)[C@@H]21,-7,.,0,4,.,-1,.
Cc1ccccc1S(=O)(=O)N[C@@H]1CC[C@H](CCNS(=O)(=O)c2cccc(F)c2)O[C@@H]1CO,1,7,14,2,1,0,2
O=C1N=c2ccccc2=C1c1sc(Nc2ccc(O)cc2)nc1O,-57,.,-2,-2,-6,-2,.
CO[C@H]1CN(C)C(=O)c2ccc(NS(=O)(=O)c3cn(C)cn3)cc2OC[C@H](C)N(CCC(F)(F)F)C[C@H]1C,9,4,-4,2,-10,3,-9
NC(=O)c1ccc(NC(=O)c2ccc(CN3CCOCC3)cc2)cc1,.,5,.,.,17,.,3
O=C(CNC(=O)c1cccs1)N=Nc1c(O)[nH]c2ccc([N+](=O)[O-])cc12,-12,2,-1,-3,-8,6,-1
Nc1ccccc1-c1nc2ccccc2[nH]c1=O,-24,-1,1,-2,6,-2,53*
COCCNc1c(-c2ccc(OC)c(OC)c2)nc2ccc(Cl)cn12,-19,.,-2,0,-1,2,.
COc1ccccc1CNC(=O)c1c(-c2ccccc2)nn(-c2ccccc2)c1C,.,2,.,.,-24,.,3
Cc1ccc2nc(-c3ccccc3)cc(C(=O)NCC(c3ccco3)N(C)C)c2c1 (stereo not drawn),-11,12,-2,-3,-8,5,5
C[C@H]1CN([C@@H](C)CO)C(=O)Cc2cc(NC(=O)Cc3ccccc3)ccc2O[C@@H]1CN(C)S(=O)(=O)c1ccc(F)cc1,18,36,-2,0,-6,1,7
CC(=O)/C(=N\Nc1ccc(C)cc1)N1CCOCC1,.,13,.,.,-5,.,4
O=[N+]([O-])c1ccc(OCc2nnc(-c3ccccc3)o2)cc1,-45,.,-6,-3,-2,-2,.
C[C@H](NC(N)=O)C(=O)OCC(=O)NCc1cccs1,18,4,8,-2,1,-2,-10
COc1cccc(NC(=S)NNC(=O)CCn2cc([N+](=O)[O-])cn2)c1,18,.,-1,-5,4,1,.
C/C(=N\Nc1cccc2cccnc12)c1ccccc1O,-46,.,-4,9,-3,-1,.
CNC(=S)Nc1ccc(C23CC4CC(CC(C4)C2)C3)cc1,-14,25,.,.,-11,.,15
NC(=O)C1=C[C@H](c2csc3ccccc23)C[C@H](OCCCCO)O1,18,5,-4,7,-4,7,-3
Cc1cc(NS(=O)(=O)c2ccc(NC(=O)COc3ccc(Br)cc3)cc2)nc(C)n1,27,-5,-4,33*,1,7,3
O=C(NCCc1ccc(C(F)(F)F)cc1)C1CCC(=O)N(C2CC2)C1 (stereo not drawn),6,-5,-1,-1,.,0,-4
CCNC(=S)Nc1scc(-c2ccccc2)c1C(=O)OCC,.,.,-4,-2,3,0,.
CC[C@H](C)C1NC(=O)[C@H](CC(=O)O)NC(=O)c2cc([N+](=O)[O-])cc(I)c2NCCC(C(N)=O)NC1=O (stereo partly drawn),.,-8,0,7,-4,6,-6
Cc1ccc(S(=O)(=O)N2CCC(=O)N(CCO)CC2)cc1,-5,4,-5,.,2,0,6
O=C(O)c1cc(-c2ccccc2)n(-c2ccc(Cl)cc2Cl)n1,7,0,0,-1,7,0,-5
O=C(CCC1CCCCC1)Nc1ccccc1C(=O)N1CCOCC1,-1,.,-3,-4,-2,-6,.
CN(C(=O)c1cccnc1)c1nnc(-c2ccccn2)s1,2,1,-4,-2,.,2,13
COC(=O)C1(N2CC3=C[C@@H]([C@@H](O)Cc4ccccc4)n4c(=O)n(C)c(=O)n4[C@@H]3[C@@H](C3CC3)O2)CCCC1,.,.,6,-1,.,0,.
CC(C)Cn1cc(-c2cncc3nccn23)cn1,-11,24,3,-25,5,.,-7
O=C(Nc1cccc(C(F)(F)F)c1)C1CCN(S(=O)(=O)c2ccc(N3CCCC3=O)cc2)CC1,-18,10,-3,2,5,2,-27
COc1ccc2cc(CN(CC3CCCO3)C(=O)Nc3ccccc3)c(=O)[nH]c2c1 (stereo not drawn),19,.,8,3,-5,-4,.
CCOc1ccc(CCNC(=O)COC(=O)c2n[nH]c3ccccc23)cc1OCC,-7,5,-1,.,3,-1,-4
O=C1CN(Cc2ccccc2)C[C@@H]2[C@@H](c3ccc(Br)cc3)[C@H](CO)N12,1,.,-14,-4,.,3,.
O=[N+]([O-])c1ccc(CNc2cccc(Cl)c2)s1,-4,15,-9,3,-5,3,4

# Whole records, quoted from the list:
# COc1ccc2cc(CN(CC3CCCO3)C(=O)Nc3ccccc3)c(=O)[nH]c2c1 (stereo not drawn) in the list: LGR2 antag: 19; C2C12 statin: .; S100A4 inh HTS: 8; SIRT5 block: 3; FN deposit inh: -5; Casp6 inh: -4; esBAF inh: .
# O=C(Nc1cccc(C(F)(F)F)c1)C1CCN(S(=O)(=O)c2ccc(N3CCCC3=O)cc2)CC1 in the list: LGR2 antag: -18; C2C12 statin: 10; S100A4 inh HTS: -3; SIRT5 block: 2; FN deposit inh: 5; Casp6 inh: 2; esBAF inh: -27

# (next part)
SMILES,LGR2 antag,C2C12 statin,S100A4 inh HTS,SIRT5 block,FN deposit inh,Casp6 inh,esBAF inh
CCCC(=O)Nc1nc(C)c(C(C)=O)s1,5,9,-6,1,-26,2,1
CCN(CC)C(=O)C1=C(C)N(CCCOC)C(=O)C(CC(=O)NCc2cccs2)C1 (stereo not drawn),3,-7,19,-3,-2,-1,-5
CS(=O)(=O)N1CCCC(C(=O)N2CCN(c3cccc(Cl)c3)CC2)C1 (stereo not drawn),.,.,1,-2,-1,1,.
Cc1cccc(NC(=O)Nc2c(C)n(C)n(-c3ccccc3)c2=O)c1,-5,2,22,4,-4,-2,0
CCCCn1c(SCC(=O)N2CCCC2)nnc1-c1ccccc1,.,3,.,.,1,.,8
N#CCCN(C(=O)CCl)c1cccc(Cl)c1,.,1,0,-2,2,1,0
CCN(C(=O)COC(=O)c1cc(=O)[nH]c2ccccc12)C1CCS(=O)(=O)C1 (stereo not drawn),4,17,-2,-2,1,0,-2
COc1ccc(NC(=O)C2(C)CCN2Cc2ccc(C(C)C)cc2)cc1OC (stereo not drawn),-2,-9,6,1,-1,2,-3
CC(C)(C)SCCNC(=O)CN(c1ccccc1)S(=O)(=O)c1ccc(F)cc1,18,6,4,1,-1,0,-2
CCCNC(=O)N1C[C@H]2[C@@H](c3ccccc31)[C@H](CO)N2Cc1ccccc1F,11,10,2,-6,.,2,-4
Cc1cc(NC(=O)Cc2ccc(Br)cc2)no1,-7,0,16,-3,-1,2,2
Cc1noc(C)c1NC(=O)Nc1ccc2c(c1)C(=O)N([C@@H](C)CO)C[C@@H](C)[C@H](CN(C)S(=O)(=O)c1ccc(Cl)cc1)O2,-3,-17,-4,6,.,0,-4
COC(=O)CCNS(=O)(=O)c1ccc2ccccc2c1,-1,.,-4,-3,-6,-6,.
COc1ccc(CN(C)C(=O)c2ccccc2OCc2c(C)noc2C)c(OC)c1,-3,-5,-2,-3,2,-157,-8
CC(C)Cc1csc(NC(=O)c2ccc(Cl)cc2)c1C(=O)O,-38,-5,.,.,-9,.,2
CCCCCCN(C(=O)CCCCCN1C(=O)NC(c2ccc(-c3ccccc3)cc2)C(C(=O)OCc2ccccc2)=C1C)C(C(=O)NCCCC)c1ccc(OCC(=O)OC)c(C(=O)OC)c1 (stereo not drawn),6,.,-6,.,5,-3,.
O=C([C@H]1[C@H](CO)[C@H]2Cn3c(ccc(-c4ccccc4)c3=O)[C@@H]1N2Cc1cccnc1)N1CCOCC1,-5,-5,.,-1,.,.,4
O=C(Nc1cccc(C(F)(F)F)c1)n1cc(-c2ccccn2)c(N2CCOCC2)n1,-3,-9,4,-1,.,-3,4
O=C(NNC(=O)c1ccccc1OCc1ccccc1Cl)c1csc(N2CCOCC2)n1,-15,.,-2,0,3,-2,.
CC(=O)NC[C@H]1[C@@H](c2ccc(C3=CCCCC3)cc2)[C@@H](CO)N1C(=O)C1CC1,3,.,3,-2,-13,-1,.
CC(=O)c1ccc(OCc2nnn(CC(=O)NS(=O)(=O)c3ccc(C)cc3)c2-c2ccccc2)cc1,6,24,1,.,1,6,-8
O=C(Nc1nnc([C@@H]2C[C@H](O)[C@@H](CO)O2)s1)c1c(F)cccc1F,1,1,2,-1,5,-1,-4
CCOc1ccc(-c2ccc(NS(=O)(=O)c3ccc([N+](=O)[O-])cc3)cc2)nn1,-10,9,-2,2,-2,21,2
Nc1[nH]c(N=NC(=O)c2ccccc2)c2ccccc12,-8,.,6,-6,-4,0,.
CC(=O)Nc1ccc(S(=O)(=O)NCCC(=O)OCc2ccc([N+](=O)[O-])cc2)cc1,22,-4,-2,0,1,2,-4
COc1ccc2c(CC(=O)Nc3ccccc3OC)coc2c1,-61,4,-3,0,.,3,35
CC(=O)c1ccc(OC(=O)c2ccc(Br)o2)cc1,.,0,.,.,-2,.,-2
COc1cc(NC(=O)c2ccc(-c3ccnn3C)c3ccoc23)cc(OC)c1OC,-7,-11,0,.,-2,1,15
COc1ccc(CN(C)C[C@@H]2Oc3ccc(NS(=O)(=O)c4cn(C)cn4)cc3CC(=O)N([C@H](C)CO)C[C@@H]2C)cc1,-26,13,-4,-2,-15,-1,-4
Cc1ccc(OCCNC(=O)c2ccc(C)cc2)cc1,-42,7,-7,-3,0,2,33
S=C(Nc1ccccc1Cl)N(CCCN1CCOCC1)Cc1ccccn1,-6,4,4,3,-11,-3,0
CCOc1ccc(CNCCCSc2ncccn2)cc1OC,4,3,3,3,-3,-38,-1
COc1ccccc1N1CCN(C(=O)c2ccc(NC3=NC4CS(=O)(=O)CC4S3)cc2)CC1 (stereo not drawn),12,3,-4,0,0,-3,9
COC(=O)[C@H](CCSC)NC(=O)Nc1ccc(S(N)(=O)=O)cc1,-7,1,4,-3,-10,-3,0
COc1ccc(NC(=O)Nc2ccc3c(c2)C(=O)N(C)C[C@@H](OC)[C@@H](C)CN[C@@H](C)CO3)cc1,3,2,.,.,-1,.,3
CCOC(=O)COc1ccc(C(=O)Nc2cccc(Cl)c2C)cc1,-11,.,-1,-3,-4,4,.
O=C(Nc1cccc(F)c1)c1ccc(Br)o1,-16,19,-13,.,-5,1,37

# 3 compounds from above, arranged by molecular weight, smallest number first.
SMILES,LGR2 antag,C2C12 statin,S100A4 inh HTS,SIRT5 block,FN deposit inh,Casp6 inh,esBAF inh
O=C(Nc1cccc(F)c1)c1ccc(Br)o1,-16,19,-13,.,-5,1,37
CCOC(=O)COc1ccc(C(=O)Nc2cccc(Cl)c2C)cc1,-11,.,-1,-3,-4,4,.
S=C(Nc1ccccc1Cl)N(CCCN1CCOCC1)Cc1ccccn1,-6,4,4,3,-11,-3,0

# Not all compounds are listed. The share of hits here may be higher or lower than overall.
